15-hLO-2 inh: 15-hLO-2 (ALOX15B) enzyme inhibition; Potency, µM (titrated, usually from 57.1 µM), without a hit: top-dose activity change, negative = inhibition, actives largely listed as inhibitors; O15296; 0.56% of 110,000 active; purified 15hLO-2, xylenol orange hydroperoxide absorbance; AID 881; also: potency is read from the fitted curve at half-maximal effect; nearly all actives have a fitted effect of over 60% in size; many of its hits are not listed in these tables
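Screening format was qHTS against 50 nM purified 15hLO-2 in Hepes pH 7.5 with detergent. Activity follows hydroperoxide formation from 45 uM arachidonic acid, measured as 573:405 nm absorbance ratio of the ferric-xylenol orange complex.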
PNC assembly inh: blocks assembly of the perinucleolar compartment; PC3M PTB-GFP, PNC prevalence imaging, 16 h; active compounds read low; activity change (PNC), negative = inhibition, % at 10 µM; 3.1% of 140,000 active; AID 2417;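 active = readout at or below -70, meaning at least 70% loss of cells showing the perinucleolar compartment, a nuclear body marking cancer cells; inconclusive = readout between -30 and a set limit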;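 also: plate controls were DMSO wells for no effect and camptothecin positive control wells for full effect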
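PC3M cells stably expressing PTB-GFP, 750–1000 cells/well, treated 16 h at 37 °C with compound (23 nl of library stock), in duplicate. After paraformaldehyde fixation and Hoechst stain, imaged at 20x; PNC prevalence scored by image analysis.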
IMPase cell inh: cell-permeable inhibitors of inositol monophosphatase (IMPase) | P97697 | CHO-M1 cells, IP1 accumulation, HTRF TR-FRET ratio | inhibition (IP1 accumulation), % at 46.1 µM | 120,000 tested, under 10 active | AID 901; active = well fitted curve in the direction sought with a large enough effect in the signal ratio, not every such curve was filed as active; inconclusive = small, poorly fitted or top-dose-only effect, or a change in a side signal; inactive = no such curve, though single readings can be large or run the other way; the % refers to the signal ratio;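 also: cells stimulated with carbachol in lithium chloride buffer; plate controls were DMSO basal wells for no effect and reference inhibitor wells for full effect; higher means more IMPase inhibition seen as more IP1 and lower FRET ratio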
Target sequence (P97697 whole entry, looked up): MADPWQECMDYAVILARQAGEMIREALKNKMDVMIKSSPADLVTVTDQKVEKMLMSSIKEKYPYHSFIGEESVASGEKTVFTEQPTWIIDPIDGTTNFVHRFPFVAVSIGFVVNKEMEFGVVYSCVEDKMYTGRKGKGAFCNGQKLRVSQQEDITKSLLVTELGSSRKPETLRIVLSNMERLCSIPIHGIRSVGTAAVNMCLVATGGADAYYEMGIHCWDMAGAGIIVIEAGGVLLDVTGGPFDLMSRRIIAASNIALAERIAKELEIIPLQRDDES
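Seeded CHO-M1 cells were dosed with compound at up to 46 uM, stimulated with carbachol for 30 min, then lysed in IP-One detection reagents. Higher IP1 lowers the TR-FRET signal.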
ALOX12 inhib: blocks human 12-lipoxygenase activity | Potency, µM (series often up to 57.1 µM), for inactives: at the highest dose activity change, negative = inhibition, hits mostly inhibitors | 0.12% of 150,000 active | AID 1452 | purified 12-hLO, xylenol orange hydroperoxide absorbance; also: potency is read from the fitted curve at half-maximal effect; nearly all actives have a fitted effect of over 55% in size; many of its hits are not listed in these tables
Target sequence (P18054 whole entry, looked up): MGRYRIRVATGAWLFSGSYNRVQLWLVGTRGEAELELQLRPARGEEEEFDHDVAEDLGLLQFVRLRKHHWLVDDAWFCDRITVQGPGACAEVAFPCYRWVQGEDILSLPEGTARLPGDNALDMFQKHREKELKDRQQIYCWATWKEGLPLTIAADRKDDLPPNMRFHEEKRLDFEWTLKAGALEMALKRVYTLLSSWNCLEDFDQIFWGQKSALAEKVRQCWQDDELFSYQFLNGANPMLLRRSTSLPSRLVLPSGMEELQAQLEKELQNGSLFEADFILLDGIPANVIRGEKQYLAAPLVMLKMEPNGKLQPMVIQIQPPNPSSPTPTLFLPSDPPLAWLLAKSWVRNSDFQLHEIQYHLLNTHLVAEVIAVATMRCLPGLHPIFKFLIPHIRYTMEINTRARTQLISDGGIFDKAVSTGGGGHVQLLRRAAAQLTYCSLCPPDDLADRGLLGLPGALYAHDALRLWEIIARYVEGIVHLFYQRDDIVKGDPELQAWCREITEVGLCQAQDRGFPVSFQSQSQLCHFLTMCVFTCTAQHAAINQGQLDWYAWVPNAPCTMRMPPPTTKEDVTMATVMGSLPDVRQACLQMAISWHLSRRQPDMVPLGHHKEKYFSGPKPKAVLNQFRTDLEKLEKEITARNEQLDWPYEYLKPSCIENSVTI
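Purified human 12hLO (150 nM), preincubated 15 min with compound, then 40 uM arachidonic acid for 30 min, room temperature, Hepes pH 7.0 with 0.01% Triton X-100. Hydroperoxide detected by ferrous iron/xylenol orange; 573/405 nm absorbance ratio gives reaction progress.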
Numbers without * were called inactive; ? = inconclusive; / = no result given; [ ] = remark or other dose. Unless noted, calls follow the shape of the dose curve; as a rule, active = well fitted curve in the direction sought with a large enough effect; inconclusive = small, poorly fitted or top-dose-only effect, or another doubt; inactive = no such curve, though single readings can be large; an effect the other way counts as inactive or inconclusive. Unless noted, % is scaled to controls: 0 for no effect and ±100 for the full control effect. Some of the compounds tested, so the mix of outcomes need not match the whole.

SMILES	PNC assembly inh	ALOX12 inhib	15-hLO-2 inh	IMPase cell inh
CC(C)Cn1c(=O)c(C(=O)Nc2ccccc2S(N)(=O)=O)c(O)c2ccccc21	-21	3%	-10%	0
O=C1c2ccccc2CN1CCNS(=O)(=O)c1ccc(Cl)cc1	?	-1%	4%[11.4 µM]	5[1.84 µM]
CCc1ccc2nc(SCC(=O)N(CC)CC)c(C#N)cc2c1	36	-6%	-6%	7
O=C(Nc1ccc(Cl)cc1)Nc1ccc2c(c1)N1CCN=C1S2	-27	-1%	33%[activator]	3
COc1cccc(-n2c(CNc3ccc(F)cc3)nnc2SCC(N)=O)c1	?	2%	-5%	-11
O=C(O)c1ccccc1S(=O)CCO (stereo not given)	-24	-2%	-5%	-2
CCC(=O)c1ccc2ncccc2c1	-15	1%	/	/
Cn1cccc1C(=O)N1CCC2(CC1)CCN(c1ccc(-c3ccccc3)cc1)CC2	/	-3%	8%	/
Cc1ccc(N=CC=C2OC(C)(C)C(C)(C)O2)cc1	4	-2%	/	/
Cc1ccc(C(=O)n2c(=S)nc3ccccn32)cc1	-21	-1%	-5%	-7
O=C(CN1C(=O)CSC1=O)Nc1ccccc1N1CCOCC1	-3	-6%	-6%	2
COc1cc(OC)c(C2C(C#N)=C(N)Oc3cc(C)n(CCCN4CCOCC4)c(=O)c32)cc1OC (stereo not given)	28	-4%	1%	1

Additional entries follow:
SMILES	PNC assembly inh	ALOX12 inhib	15-hLO-2 inh	IMPase cell inh
O=C(c1cccs1)N1N=C(c2ccccc2)CC1c1ccc(O)cc1 (stereo not given)	1	-19%	/	/
CC(OC(=O)c1nc(-c2ccccc2)n(-c2ccccc2)n1)C(=O)Nc1cc(Cl)cc(Cl)c1 (stereo not given)	?	-4%	/	-1
CCC(C)NC(=O)Cn1cnc2sc(C)cc2c1=O (stereo not given)	76	-2%	-5%	0
COc1ccc(C(=O)/C=C/c2ccc(OC)c(O)c2)c(F)c1	-25	-27%	/	4
CC/C(O)=C1\C(=O)CC(c2ccccc2)CC1=NC(C)C (stereo not given)	-16	-3%	/	/
c1csc(-c2csc(-c3cccs3)n2)c1	?	-2%	3%	-3
CC(C)OC(=O)Cn1nnc(-c2ccccc2)n1	-9	3%	-3%	-8
CNC(=O)Nc1cc(C(C)(C)C)no1	82	-1%	-19%	2
CCC(C)c1ccc(S(=O)(=O)N2CCN(C(=O)COc3ccc4c(C)cc(=O)oc4c3)CC2)cc1 (stereo not given)	38	-9%	-4%	-3
Cc1ccc(C(=O)NCCCn2ccnc2)cc1[N+](=O)[O-]	94	0%	11%	5
CCONC(=O)Nc1ccccc1[N+](=O)[O-]	30	-2%	/	0
Cc1[nH]n(-c2ccc([N+](=O)[O-])cc2)c(=O)c1C=NCCc1c[nH]c2ccccc12	?	-2%	/	-8

Another view of part of the listing above:
Every second line gives: PNC assembly inh, ALOX12 inhib, 15-hLO-2 inh, IMPase cell inh
O=C(CN1C(=O)CSC1=O)Nc1ccccc1N1CCOCC1
 : -3, -6%, -6%, 2
CNC(=O)Nc1cc(C(C)(C)C)no1
 : 82, -1%, -19%, 2

(next part)
SMILES	PNC assembly inh	ALOX12 inhib	15-hLO-2 inh	IMPase cell inh
NS(=O)(=O)c1ccc(CCNc2nc3c(-c4cccc(F)c4)nnn3c3ccccc23)cc1	-12	-1%	/	/
CSc1nc(-c2ccco2)nn1S(=O)(=O)c1ccccc1	?	4%	-2%	2
CCC(c1nnnn1CCc1ccccc1)N1CCN(C(=O)c2ccco2)CC1 (stereo not given)	-13	-5%	2%	13
O=C(c1ccc(NC(=S)Nc2ccc(Cl)c(Cl)c2)cc1)N1CCCC1	16	-6%	/	-1
Cc1ccc(NC(=S)NCC2CCCO2)cc1 (stereo not given)	-30	-1%	-5%	3
CS(=O)(=O)N1CCN(C(=O)c2ccc(-c3ccccc3)cc2)CC1	-83*	1%	-2%	-3
CCOC(=O)C/C(C)=N/NC(=O)C1CC1(c1ccccc1)c1ccccc1 (stereo not given)	?	7%	/	-5
O=C(COc1ccc(Br)cc1)NCc1ccccn1	-2	8%	6%	4
CCOC(=O)c1c(C=O)c(C)n(Cc2ccccc2Cl)c1C	?	-4%	-29%	-1
Cc1nn(Cc2ccc(Cl)c(Cl)c2)c(C)c1NC(=O)c1cc(-c2ccco2)on1	372	-12%	/	2
CCc1nc(N[C@@H](CC(C)C)C(=O)O)c2oc3ccccc3c2n1	32	3%	2%	3
CCOC(=O)/C(N=Nc1sc(C(=O)OCC)c(C)c1C(=O)OCC)=C(\C)O	36	-4%	/	/

Next section
SMILES	PNC assembly inh	ALOX12 inhib	15-hLO-2 inh	IMPase cell inh
CC(C)(C)OC(=O)NC(CCNC=C1C(=O)OC(C)(C)OC1=O)C(=O)O (stereo not given)	16	-1%	3%	-3
O=c1[nH]c(=O)n(-c2ccc(F)cc2)c2c1C(C(F)(F)F)(C(F)(F)F)N=C(c1ccc(F)cc1)N2	36	2%	/	/
Cc1nn(CC(O)COc2ccc3c(c2)CCC3)c(C)c1C (stereo not given)	?	-1%	2%	-9
CCn1cc(C(=O)Nc2ccc(OC)c(OC)c2)c2cc(OC)c(OC)cc2c1=O	28	4%	-1%	3
CC(=O)c1cccc(NC(=O)N2CCCC2C(=O)NCc2ccccc2)c1 (stereo not given)	-30	-3%	-5%	-1
CCN(c1ccc(NC(=O)COC(=O)c2ccc(C)c(S(=O)(=O)N3CCOCC3)c2)cc1)C(C)C	?	-5%	9%	17
COC(=O)C1=C(N)Oc2cc(C)n(Cc3cccnc3)c(=O)c2C1c1ccc(OC)c(OC)c1OC (stereo not given)	?	-3%	7%[11.4 µM]	-4[1.84 µM]
CCCC(=O)Nc1c(O)c2ccccc2[nH]c1=O	15	-1%	5%	4
CCC(C)(C)n1nnnc1C(c1cc2cc(OC)c(OC)cc2[nH]c1=O)N1CCc2ccccc21 (stereo not given)	-14	-13%	23%	-5
CCCCNC(=O)CCNS(=O)(=O)c1ccc(C)cc1	?	-6%	-4%	3
O=C1c2ccccc2C(O)(Cc2ccccc2)N1CCCN1CCOCC1 (stereo not given)	-20	0%	1%	1
CCN(Cc1ccccc1)S(=O)(=O)c1cc(C(=O)NC2CCCCCC2)ccc1OC	-15	-5%	/	/

Next part
SMILES	PNC assembly inh	ALOX12 inhib	15-hLO-2 inh	IMPase cell inh
CC(C)CC(=O)N1CCC(O)(CS(=O)(=O)Cc2ccc(Cl)cc2)CC1	60	1%	4%	3
COc1cccc(-c2cc(=O)c3cc(NC(=O)c4ccc(N(C)C)cc4)ccc3[nH]2)c1	?	-2%[0.00818 µM]	6%[0.0915 µM]	/
CCCSc1nnc(NC(=O)Nc2ccccc2)s1	-11	-1%	/	-2
COc1ccc(NC(=O)c2ccco2)cc1NC(=O)c1ccc(Br)o1	?	-6%	3%	-6
COc1ccc(OC)c(C(=O)COC(=O)CNC(=O)c2ccccc2)c1	-27	-2%	/	1
NC(=O)C1CCCN(S(=O)(=O)c2ccccc2)C1 (stereo not given)	-13	-2%	-1%	7
COC(=O)CCCOc1ccc(Cl)cc1Cl	/	3%	-10%	/
O=C(NC(=S)Nc1ccc2oc(=O)ccc2c1)c1ccc(-c2cccc(Cl)c2Cl)o1	-8	3%	/	/
Oc1c(I)cc(I)c2cccnc12	?	-16%	-93%	/
CCn1nc(C)c(C(=O)Nc2cc(Oc3ccc(Cl)cc3)cc([N+](=O)[O-])c2)c1C	-4	-8%	12%	1
O=C(Cn1nnc(-c2ccccc2Cl)n1)N/N=C/c1ccc(-c2cccc(Cl)c2)o1	?	-1%	/	-6
CCOC(=O)C1=C(C)Nc2nnnn2C1c1ccccc1Cl (stereo not given)	-17	-9%	/	-4

Further results:
SMILES	PNC assembly inh	ALOX12 inhib	15-hLO-2 inh	IMPase cell inh
COc1ccc(NC(=O)COC(=O)C(CC(C)C)N2C(=O)C3CC=CCC3C2=O)cc1Cl (stereo not given)	51	-6%	/	/
COc1cc2c(CCNC(C)=O)c[nH]c2cc1Cl	/	-3%	-1%	-8
O=C(NN1C(=O)C2C(c3ccccc3)C=CC(c3ccccc3)C2C1=O)c1cccc(Br)c1 (stereo not given)	-25	-7%	/	11
CN(C1CCS(=O)(=O)C1)S(=O)(=O)c1ccc(N2CCCC2=O)cc1 (stereo not given)	?	-1%	-5%	-16
Cc1csc(NC(=O)CCc2c(C)nc3cc(-c4cccc(F)c4)nn3c2C)n1	35	-4%	/	/
O=C(CN1C2=NCCN2c2ccccc21)N1CCOCC1	?	-6%	-8%	?
O=C(NC1CCCCCCC1)c1ccco1	21	-1%	1%	0
CC(CN(C)Cc1ccccc1)OC(=O)c1ccc2c(c1)OCCO2 (stereo not given)	-2	6%	16%	7
O=C(Nc1nc(-c2ccncc2)cs1)c1ccc(S(=O)(=O)N2CCOCC2)cc1	-21	-4%	-1%	6
CN(C)c1cc(O)c(C(=S)Nc2ccccc2)c(N(C)C)c1	76	2%	/	?
CCOC(=O)c1cc2cc(C)ccc2[nH]1	?	0%	-7%	7
CCc1nnc(NC(=O)c2ccncc2)s1	?	0%	2%	8

Carrying on.
SMILES	PNC assembly inh	ALOX12 inhib	15-hLO-2 inh	IMPase cell inh
COc1cc(C(=S)N2CCCC2)cc(OC)c1O	?	2%	1%	-9
COc1ccc(Sc2nc3ccccc3n3c(C(F)(F)F)nnc23)cc1	13	4%	-11%	3
Cc1cc(C)c(S(=O)(=O)O)c(C)n1	?	-4%	2%	1
CC1Cc2ccccc2N1Cc1nc2cc(Cl)ccc2c(=O)[nH]1 (stereo not given)	-18	-12%	?	-7
CCOC(=O)c1c(NC(=O)CCN2C(=O)c3ccccc3C2=O)sc(C(=O)OC(C)C)c1C	7	8%	-3%	0
Cc1occc1-c1nnc(SCC(=O)Nc2nccs2)n1CCc1ccccc1	-18	1%	-4%	-9
CON(C)c1nc(Oc2ccc(=O)[nH]n2)nc(N(C)C)n1	?	9%	-1%	13
CCCCNC(=O)c1c(N)n(/N=C/c2ccccn2)c2nc3ccccc3nc12	-17	-4%	-10%	2
CCOC(=O)COc1ccc(Oc2nc(C)cc(OC)n2)nn1	-13	0%	-10%	3
CCNC(=O)CN(c1ccc(OC)c(OC)c1)S(=O)(=O)c1ccccc1	14	-1%	2%	0
CC(=O)C1C(c2ccncc2)NC(=O)NC1(O)C(F)(F)F (stereo not given)	?	-3%	/	8
CC[C@@]1([C@@H]2O[C@@H]([C@H]3O[C@@](O)(CO)[C@H](C)C[C@@H]3C)C[C@@H]2C)CC[C@H]([C@]2(C)CC[C@]3(C[C@H](O)[C@@H](C)[C@@H]([C@@H](C)[C@@H](OC)C(C)C(=O)O)O3)O2)O1 (stereo not given in full)	/	0%[0.00818 µM]	-4%[0.0915 µM]	/

The results go on.
SMILES	PNC assembly inh	ALOX12 inhib	15-hLO-2 inh	IMPase cell inh
COc1ccc(NC(=O)CNS(=O)(=O)c2cccs2)c(OC)c1	-18	6%	2%	1
COC(=O)c1cn(CC(=O)NC2CCCCC2)c2ccccc12	14	2%	-3%	-9
COCCCn1c(SCc2cccc(OC)c2)nc2cc(OC)c(OC)cc2c1=N	-27	7%	/	14
Cc1ccc2c(c1)CCCN2C(=O)Nc1ccc2c(c1)OCO2	19	-13%	-6%	6
